Tau FP inhib: inhibitors of human tau fibril formation. Potency, µM (top dose mostly 57.7 µM), for the others: at the top dose activity, negative = inhibition, most hits filed as inhibitors. P10636. actives 0.39% (n = 280,000). K18 P301L tau heparin fibrillization, Alexa594 FP, 6 h; also: % is scaled to controls: 0 for no effect and ±100 for the full control effect; nearly all actives have a fitted effect of over 55% in size
Target sequence (P10636 561-689 P618L limits assumed): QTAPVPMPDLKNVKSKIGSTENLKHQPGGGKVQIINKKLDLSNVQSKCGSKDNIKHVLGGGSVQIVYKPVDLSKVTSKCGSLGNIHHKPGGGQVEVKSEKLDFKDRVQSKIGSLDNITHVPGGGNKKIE
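Compound effects on tau fibrillization are measured by Alexa 594 fluorescence polarization (ex 555, em 632 nm). K18 P301L tau is used at 15 uM with 0.24 uM labeled tracer, and 20 uM heparin induces aggregation over 6 hr at 37 C.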
Tau fibril ThT: inhibitors of human tau fibril formation, thioflavin T binding; Potency, µM (series often up to 57.4 µM), inactives show at the top dose activity, negative = inhibition, hits mostly inhibitors; actives 2.1% (n = 270,000); P10636; recombinant tau K18 P301L, heparin-induced fibrillization, ThT fluorescence; also: % is scaled to controls: 0 for no effect and ±100 for the full control effect; nearly all actives have a fitted effect of over 55% in size
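Using a mix of unlabeled (15 uM) and Alexa 594-labeled (0.24 uM) tau K18 P301L, heparin-triggered fibrillization over 6 hr at 37 C was scored by ThT fluorescence.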
HttQ103 aggreg: mutant huntingtin aggregation inhibition. PC12 HttQ103-GFP aggregates, Acumen cytometry, 40 h. Potency, µM (highest dose often 46.1 µM), for inactives: at the highest dose activity change, negative = inhibition, usual class: inhibitors. actives 1.1% (n = 220,000); also: % is scaled to controls: 0 for no effect and ±100 for the full control effect; nearly all actives have a fitted effect of over 60% in size
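Aggregate formation scored by laser-scanning cytometer (488 excitation, 500–530 emission) in lysed PC12 cells expressing Q103-GFP after 100 nM tebufenozide induction; library tested in dose series, with ATPLite reagent added in the multiplex.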
ALDH1A1 inh: blocks purified human ALDH1A1 activity; P00352; Purified ALDH1A1, NADH fluorescence, propionaldehyde substrate; Potency, µM (highest dose often 75.3 µM), for inactives: at the top dose activity, negative = inhibition, usual class: inhibitors; actives 7.3% (n = 220,000); AID 1030; active = well fitted inhibition curve with a large enough effect, not every such curve was filed as active; inconclusive = small, poorly fitted or top-dose-only effect, or another doubt; inactive = no such curve, though single readings can be large or run the other way;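 also: plate controls were no enzyme wells and a reference inhibitor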
Target sequence (P00352 whole entry, looked up): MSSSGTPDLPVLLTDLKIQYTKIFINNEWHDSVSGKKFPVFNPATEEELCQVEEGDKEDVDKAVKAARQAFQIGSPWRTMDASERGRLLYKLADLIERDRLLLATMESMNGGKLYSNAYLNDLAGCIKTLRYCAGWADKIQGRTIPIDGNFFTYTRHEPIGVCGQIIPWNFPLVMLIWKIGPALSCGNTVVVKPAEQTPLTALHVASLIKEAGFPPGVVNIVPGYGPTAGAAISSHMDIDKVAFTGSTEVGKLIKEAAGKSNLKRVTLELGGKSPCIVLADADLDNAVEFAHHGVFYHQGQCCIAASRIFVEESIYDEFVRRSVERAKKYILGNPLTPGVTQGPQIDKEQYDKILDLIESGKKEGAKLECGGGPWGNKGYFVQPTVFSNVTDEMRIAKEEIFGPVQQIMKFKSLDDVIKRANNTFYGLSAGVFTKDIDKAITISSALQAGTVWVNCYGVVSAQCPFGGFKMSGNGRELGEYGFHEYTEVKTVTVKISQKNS
Tau fluor counter: counter-screen for tau fibril formation inhibitors. tau K18 P301L (four-repeat tau fragment) Alexa594 fluorescence, heparin fibrillization. Potency, µM (titrated, usually from 57.7 µM), for the others: at the highest dose activity change, negative = decrease. actives 0.93% (n = 280,000). AID 1463; also: % is scaled to controls: 0 for no effect and ±100 for the full control effect; nearly all actives have a fitted effect of over 55% in size
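Human K18 P301L tau (15 uM unlabeled plus 0.24 uM Alexa 594-labeled, final) in 100 mM sodium acetate pH 7 was mixed with compound and 20 uM heparin and incubated 6 hr at 37 C.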
HTT ATP protect: Huntington cell model cytoprotection by ATP luminescence | PC12 HTT-Q103 induced, cytoprotection, ATP luminescence, 40 h | Potency, µM (doses to about 56.4 µM), inactives show cytoprotection (ATP increase), actives largely listed as activators | actives 0.14% (n = 230,000);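 also: % of control where 0% means no effect; nearly all actives have a fitted effect of over 45% in size; toxic huntingtin expression switched on by the ecdysone agonist tebufenozide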
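ATP quantification (ATPlite) reports survival of PC12 cells in which tebufenozide, 100 nM final, switches on Htt exon 1 with 103 glutamines linked to GFP; compounds are titrated.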
SMN2 splice enh: SMN2 splice variant enhancement; Potency, µM (highest dose often 46.1 µM), for inactives: top-dose activity change, positive = activation, hits mostly activators; HEK293 SMN2-luciferase splicing reporter, luminescence, 30-36 h; actives 2.8% (n = 210,000); also: % of control where 0% means no effect; nearly all actives have a fitted effect of over 55% in size
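HEK293 cells carry an SMN2 minigene-luciferase reporter in which exon 7 inclusion puts luciferase in frame. Cells were seeded at 2000 cells/well, attached for 10-12 hours, then exposed to compounds for 30-36 hours at 37C before ONE-Glo luminescence.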
KDM4E inh: inhibitors of human JMJD2E histone demethylase. B2RXH2. JMJD2E catalytic domain, FDH-coupled NADH fluorescence (FDH is formaldehyde dehydrogenase). AID 2147. Potency, µM (titrated, usually from 57.1 µM), for the others: at the top dose activity change, negative = inhibition, usual class: inhibitors. actives 1.6% (n = 230,000); active = well fitted inhibition curve with a large enough effect, not every such curve was filed as active; inconclusive = small, poorly fitted or top-dose-only effect, or another doubt; inactive = no such curve, though single readings can be large or run the other way;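 also: 0% = wells with enzyme and -100% = buffer wells without enzyme; nearly all actives have a fitted effect of over 50% in size; many of its hits are not listed in these tables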
Target sequence (B2RXH2 1-337 limits assumed): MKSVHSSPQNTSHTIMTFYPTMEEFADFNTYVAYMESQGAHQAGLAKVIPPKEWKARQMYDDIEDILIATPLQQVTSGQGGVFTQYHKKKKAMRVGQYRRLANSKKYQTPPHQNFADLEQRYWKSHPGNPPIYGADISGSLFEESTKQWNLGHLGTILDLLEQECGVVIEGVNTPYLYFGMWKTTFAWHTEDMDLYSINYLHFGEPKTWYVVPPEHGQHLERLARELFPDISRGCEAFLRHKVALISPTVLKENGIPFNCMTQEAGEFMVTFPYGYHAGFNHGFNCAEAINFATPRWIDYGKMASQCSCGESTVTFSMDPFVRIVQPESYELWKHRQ
* hit, by the source's call; ? = inconclusive; . = no result given; & = joins results of further samples; [ ] = remark or other dose. Unless noted, calls follow the shape of the dose curve; as a rule, active = well fitted curve in the direction sought with a large enough effect; inconclusive = small, poorly fitted or top-dose-only effect, or another doubt; inactive = no such curve, though single readings can be large; an effect the other way counts as inactive or inconclusive. Potency is read from the fitted curve at half-maximal effect.

Molecule | Tau FP inhib | Tau fibril ThT | HttQ103 aggreg | ALDH1A1 inh | Tau fluor counter | HTT ATP protect | SMN2 splice enh | KDM4E inh
CCOC(=O)C1=C(O)/C(=C\c2cccs2)N=C1C | 1% | ? | -26% | -3% | -5% | -30%[10 µM] | 6% | -11%
COc1cccc(/C=N/n2cnc3ccccc32)c1OC | 6% | ? | -30% | -4% | -10% | -8% | ? | -2%
CC[N+]1(CC(O)COC2CC(C)CC(C)(C)C2)CCOCC1 (stereo unspecified) | 6% | 7% | 3%[9.22 µM] | . | 12% | -7%[10 µM] | . | -8%
O=C1CSC(c2cccnc2)N1c1cccc(Cl)c1 (stereo unspecified) | 2% | -3% | 7% | 6% | -1% | -16% | 3% | 5%
COc1cc(OC)cc(-n2c(=O)c3ccccc3n(CC(=O)NCCc3ccc(OC)c(OC)c3)c2=O)c1 | -15% | -16% | . | . | -17% | . | 4% | .
O=C(COC(=O)c1cc2ccccc2oc1=O)Nc1cccc(S(=O)(=O)N2CCCCCC2)c1 | 0% | -10% | 7% | 11% | -24% | . | 17% | -5%
CC1CCc2nn(CC(=O)N3CCCCCC3)cc2C1 (stereo unspecified) | -9% | -12% | 3% | -3% | -4% | 14%[10 µM] | -3% | -6%
COc1ccccc1C(=O)COC(=O)c1ccccc1OCC(=O)Nc1ccc(SC(F)F)cc1 | -10% | 9% | 8% | 1% | -10% | 15%[10 µM] | -30%[inhibitor] | -12%
Cc1cccc(NC(=O)CSC2=Nc3ccccc3C3=NC(CCC(=O)NCc4ccco4)C(=O)N23)c1 (stereo unspecified) | 7% | -3% | . | . | -7% | . | -5% | .
O=C(Nc1ncc([N+](=O)[O-])s1)c1cccc([N+](=O)[O-])c1 | 13% | 18µM* | 10%[9.22 µM] | . | -14% | -6%[10 µM] | . | 6%
COc1cccc(CNC(C)C(=O)Nc2ccc3c(c2)OCCO3)c1 (stereo unspecified) | -8% | -2% | -18% | ? | -5% | -22% | 6% | ?
Cn1cccc1/C=N/n1c(-c2ccco2)n[nH]c1=S | -7% | -6% | 1% | -8% | -6% | -54%[inhibitor] | 7% | 3%
CC(C)(C)c1ccc(CNc2cc(N3CCOCC3)ccc2[N+](=O)[O-])cc1 | 28µM* | 7.1µM* | ? | 1.6µM* | 4µM*[quencher] | -87%[inhibitor] | . | -15%
C=C1C[C@@]23C[C@@]1(O)CC[C@@H]2[C@]12C=C[C@@H](O)[C@](C)(C(=O)O1)[C@@H]2[C@@H]3C(=O)O | 7% | -3% | . | 6% | -1% | -9%[1.9 µM] | . | 3%
O=C(CSc1ncn[nH]1)Nc1nnc(-c2ccccc2)s1 | -6% | -18% | 8% | 28µM* | -6% | -30% | 7% | -9%
COc1ccc(/C=N/OC(=O)Nc2ccccc2OC)cc1 | -3% | ? | -2% | -1% | -6% | -103%[inhibitor] | 16µM* | 0%
C/C(=N\NC(=O)COc1ccc(C(C)(C)C)cc1)c1ccc(N2CCOCC2)cc1 | 6% | -1% | -2% | ? | 0% | . | -51%[inhibitor] | -5%
COc1ccc(/C=N/NC(=O)c2ccn[nH]2)cc1CN1CCOCC1 | -3% | -9% | 5%[9.22 µM] | . | -12% | -6%[10 µM] | . | -7%
CCn1c(SCC(=O)N2CCN(c3ccccc3F)CC2)nnc1-c1ccoc1C | -8% | 8% | 7% | ? | 3% | 3%[10 µM] | -66%[inhibitor] | 3%
COc1cccc(CNC(=O)C2=C(C)C(=O)OC23CCC(C)CC3)c1 (stereo unspecified) | 4% | -4% | -4% | -11% | -21% | -9% | ? | 2%
COc1ccc(-c2cc(C3CC3)nc3sc(C#N)c(N)c23)cc1 | -4% | ? | -26% | ? | ? | 13%[10 µM] | -29% | ?
S=C(Nc1ccccc1)N1CCn2c1nc1ccccc12 | ? | -2% | 9% | -9% | ? | -17% | -9% | 4%
Cc1cc(N2CCOCC2)nc2ccc(NC(=O)C3CCC(C)CC3)cc12 (stereo unspecified) | 7% | ? | 9% | ? | -19% | -5% | -16% | ?
CCOC(=O)c1cc(C#N)c(SC)nc1C | 1% | -14% | 21%[9.22 µM] | 7% | -11% | 9%[10 µM] | . | 2%
COC(=O)c1cccc(S(=O)(=O)N(Cc2ccco2)Cc2cc3cc(OC)c(OC)cc3[nH]c2=O)c1 | -11% | -5% | 21% | ? | -21% | -5% | 8% | ?
O=C(OCCCCN1C(=O)c2ccccc2C1=O)c1ccc(S(=O)(=O)N2CCCC2)cc1 | 8% | -16% | 3% | ? | -22% | 1% | 6% | 0%
C=CCn1c(CNc2ccc(C)cc2)nnc1SCC(=O)N/N=C/c1ccc(O)cc1 | -2% | ? | -8% | 25µM* | -19% | -14% | -9% | -1%
CC(=O)c1c(N2CCN(c3ccc(F)cc3)CC2)nc(=S)n(Cc2ccccc2)c1C | 11% | 3% | -23% | -12% | 8% | . | -36%[inhibitor] | -2%
Nc1ncc(Br)cc1Br | 0% | 0% | ? | 10% | -2% | -1%[10 µM] | -8%[1.84 µM] | 4%
CC(C)OCCCNC(=O)CCCn1c(=O)[nH]c2ccsc2c1=O | -11% | -5% | . | . | -18% | . | 3% | .
CCOC(=O)c1c(NC(=O)CCCOc2ccc(Cl)cc2)sc2c1CCC2 | -1% | -11% | . | . | -7% | . | 1% | .
CC1=C(C(=O)Nc2ccccc2)C(c2cccc([N+](=O)[O-])c2)Nc2nc3ccccc3n21 (stereo unspecified) | ? | -16% | 14% | 34%[activator] | ? | -21% | 29% | 8%
Oc1ccc(Cc2ccc(Cl)cc2)c(O)c1 | 9% | -7% | 20%[9.22 µM] | . | ? | 20%[10 µM] | . | 0%
CCOc1cc(C(=O)Nc2cc(C)ccc2C)ccc1OCC(=O)N1CCCCC1 | -9% | -8% | -5% | -2% | -4% | 19%[10 µM] | -9% | -5%
NCCN=C1NS(=O)(=O)c2ccccc21 | -7% | -5% | -10% | 5% | -2% | -5%[1.9 µM] | -8% | 4%
Cc1cc(C)n(-c2nc3ccccc3nc2Nc2ccc3[nH]c(=O)[nH]c3c2)n1 | ? | -15% | -15% | 2% | ? | -19% | -28% | -9%
CC1(C(=O)NCc2ccc(Cl)c(Cl)c2)Oc2ccccc2NC1=O (stereo unspecified) | -3% | -4% | -2% | 4% | -3% | ? | -10% | 0%
CCCCC1=CC2=C(c3ccco3)C(=O)C(C)(OC(=O)c3ccc(OC)cc3)C(=O)C2=CN1CC(C)C (stereo unspecified) | -14%[11.6 µM] | -9%[11.5 µM] | 8%[9.22 µM] | ? | -4%[11.6 µM] | -8%&-39%[10 µM] | -1%[9.22 µM] | ?
N#C/C(=C/c1ccc(Br)s1)C(=O)NCCc1c[nH]c2ccccc12 | -2% | ? | 7% | -7% | ? | -1%[10 µM] | 12% | -12%
CN(/N=C/c1cc(Cl)cc(Cl)c1O)c1c(Cl)cccc1[N+](=O)[O-] | 9% | -1% | 35%[9.22 µM] | 4% | -26% | 19%[10 µM] | . | -8%
CC(CSc1nc2ccccc2s1)Cn1c(N2CCCC2)nc2c1c(=O)[nH]c(=O)n2C (stereo unspecified) | -3% | -22% | -11% | 8% | -13% | -5%[0.074 µM] | -5% | 6%
O=c1c2cc(NC(=S)NC3CCN(Cc4ccccc4)CC3)ccc2nc2n1CCCCC2 | -3% | -11% | 0% | -7% | -27% | -32% | -16% | ?
COCCNC(=O)C(C)OC(=O)c1nsc(Cl)c1Cl (stereo unspecified) | -1% | 4% | -8% | 6% | 2% | 7% | ? | -8%
Cc1ccc(C(C)NC(=O)C2CCCO2)cc1C (stereo unspecified) | 3% | -7% | -11% | -3% | -9% | -25%[10 µM] | 2% | 1%
CCOC(=O)Cc1csc(SCC(=O)NC2CCCCC2)n1 | 1% | 0% | -6% | 1% | 3% | . | -1% | -5%
O=C(NCCN1CCCC1)c1ccc(Cl)cc1 | 6% | -10% | -3%[9.22 µM] | 18% | -10% | 1%[10 µM] | . | 1%
Cc1cc(NCCCN2CCOCC2)n2ncc(-c3ccc(Cl)cc3)c2n1 | 13% | ? | ? | ? | ? | -34% | 24% | ?
COc1ccc(C(=O)Nc2cc(=O)n(C)c(=O)n2C)cc1 | -5% | -1% | -3% | ? | 2% | -13% | -19% | -5%
O=C(NN1C(=O)c2ccccc2NC1c1ccccn1)c1ccc(Br)cc1 (stereo unspecified) | 4% | 1% | -18% | 8% | 3% | 3% | -13% | ?
COc1ccc(C(O)C(CN2CCOCC2)c2ccccc2)cc1F (stereo unspecified) | 6% | 10% | 8% | 8% | 11% | 14%[1.9 µM] | -4% | 0%
CCOc1ccc(CNC(=O)CCS(=O)(=O)Cc2cccc(Cl)c2)cc1OC | 3% | 1% | 1% | 1% | -1% | -13% | -15% | -10%
COc1ccc(CCNC(=O)CCC(=O)Nc2ccc3nc(N4CCN(C)CC4)cc(C)c3c2)cc1OC | 4% | -17% | -12% | ? | -8% | 5% | -8% | ?
CCOC(=O)CSc1nc2cc3c(cc2cc1C)OCO3 | 4% | -3% | 1%[9.22 µM] | 7% | 6% | 25%[10 µM] | . | 14%
COc1cc(SC)ccc1C(=O)Nc1ncc(C)s1 | -1% | -15% | -5% | ? | -18% | -202%[inhibitor] | 1.3µM* | -5%
CC(C)[C@@H](CC(=O)N[C@@H]1CCCC[C@H]1C(=O)N[C@H](CC(=O)N[C@@H](CCC(=O)O)CC(=O)O)Cc1ccccc1)NC(=O)C[C@H](Cc1c[nH]c2ccccc12)NC(=O)[C@@H]1CNCC[C@H]1N | -3% | -9% | . | -13% | -12% | 0%[1.9 µM] | 0% | -22%
CCCCCC(=O)NC(=S)NNC(=O)c1ccc([N+](=O)[O-])cc1 | -5% | ? | -16% | 14µM* | -15% | 16%[10 µM] | -36%[inhibitor] | 12%
FC(F)(F)c1cc(-c2cccs2)nc(-n2cc(Cl)cn2)n1 | -9% | -16% | -19% | ? | -23% | 4% | -17% | ?
O=C(N/N=C/C1CCCCC1)c1ccccn1 | -1% | -15% | 10% | -13% | 1% | -24% | 20% | 2%

High-throughput results deposited in PubChem by National Center for Advancing Translational Sciences (NCATS).

Only part of the results is shown (hit frequency here may not be typical).
